RGS4 block: human RGS4 inhibition; P49798; HEK293 M3R/RGS4 inducible, Fluo-4 calcium flux; hits give high values; triggered by carbachol at its EC20; B-score at 10 µM; 0.45% of 310,000 active;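 active means B-score, a plate-corrected calcium signal, over three deviations above library mean, with baseline fluorescence within five deviations of library mean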;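 further: RGS4 expression induced by doxycycline in cells with stable M3 receptor; B-score is computed from the integrated fluorescence ratio over baseline after carbachol; higher B-score means a larger calcium signal and so more RGS4 inhibition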
Target sequence (P49798 whole entry, looked up): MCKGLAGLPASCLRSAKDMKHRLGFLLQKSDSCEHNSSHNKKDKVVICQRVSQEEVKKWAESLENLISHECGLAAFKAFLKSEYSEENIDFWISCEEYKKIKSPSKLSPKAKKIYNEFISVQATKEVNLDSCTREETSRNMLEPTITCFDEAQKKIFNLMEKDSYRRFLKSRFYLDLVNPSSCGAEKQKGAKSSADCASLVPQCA
TRPC6 activator: activators of mouse TRPC6 channel. Q61143. HEK293-TRPC6 membrane potential dye fluorescence; hits give high values. B-score at 10 µM. 0.13% of 310,000 active;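 active means B-score of the integrated fluorescence ratio above library mean plus 3 SD, and starting fluorescence ratio within library mean plus 5 SD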;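 further: higher score means more depolarization so channel activation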
TRPC6 inhibitor: mouse TRPC6 channel inhibition. Q61143. HEK293-TRPC6, membrane potential dye, ACh-evoked depolarization; hits give low values. B-score at 10 µM. 1.1% of 310,000 active;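 active means B-score under library mean minus 3 SD, initial fluorescence not abnormally high, positive integrated signal ratio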;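 further: B-score derived from integrated fluorescence ratio over the kinetic read; more negative B-score means stronger inhibition of depolarization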
MrgX1 antagonist: human MrgX1 receptor antagonism, primary screen; B-score at 10 µM; MRGX1-HEK293 calcium flux, Fluo-4, BAM8-22 antagonism; hits give low values; Q96LB2; AID 588676; 1.3% of 310,000 active;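 active means calcium-response B-score plate-corrected more than 3 library SD below zero, starting fluorescence within 5 deviations, no agonist response on first addition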;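 further: peak minus trough fluorescence over baseline after final BAM8-22 challenge near maximal dose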
Target sequence (Q96LB2 whole entry, looked up): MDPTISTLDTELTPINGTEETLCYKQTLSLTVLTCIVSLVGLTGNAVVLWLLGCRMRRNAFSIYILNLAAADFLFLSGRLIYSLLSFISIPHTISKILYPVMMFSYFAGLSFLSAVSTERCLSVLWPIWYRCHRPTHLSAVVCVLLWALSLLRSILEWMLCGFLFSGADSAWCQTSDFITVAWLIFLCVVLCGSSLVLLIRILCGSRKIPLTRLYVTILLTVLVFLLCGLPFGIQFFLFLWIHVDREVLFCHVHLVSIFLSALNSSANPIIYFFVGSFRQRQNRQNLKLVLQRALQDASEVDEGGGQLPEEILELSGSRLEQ
ANO1 activ: mouse TMEM16A channel activation, primary screen; HEK293 TMEM16A/YFP-H148Q/I152L, iodide quench fluorescence; hits give low values; B-score at 10 µM; 0.3% of 340,000 active; AID 623877;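 active means fluorescence-ratio B-score plate-corrected deviation score at least 3 library SD below zero, with starting fluorescence score within 5 deviations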;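 further: channel opened by trigger with iodide after compound preincubation; score built on the fluorescence ratio of max minus min over baseline; more negative score means more quench and so TMEM16A activation or potentiation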
HDAC3 inh: blocks human histone deacetylase 3 | recombinant HDAC3, fluorogenic peptide/trypsin coupled, fluorescence | O15379 | inhibition, % at 8.3 µM | 0.15% of 320,000 active | AID 2718; in the data active means inhibition above about 26%, passing the limit was not always enough; inconclusive means no clear call, values can overlap the other calls
Target sequence (O15379 whole entry, looked up): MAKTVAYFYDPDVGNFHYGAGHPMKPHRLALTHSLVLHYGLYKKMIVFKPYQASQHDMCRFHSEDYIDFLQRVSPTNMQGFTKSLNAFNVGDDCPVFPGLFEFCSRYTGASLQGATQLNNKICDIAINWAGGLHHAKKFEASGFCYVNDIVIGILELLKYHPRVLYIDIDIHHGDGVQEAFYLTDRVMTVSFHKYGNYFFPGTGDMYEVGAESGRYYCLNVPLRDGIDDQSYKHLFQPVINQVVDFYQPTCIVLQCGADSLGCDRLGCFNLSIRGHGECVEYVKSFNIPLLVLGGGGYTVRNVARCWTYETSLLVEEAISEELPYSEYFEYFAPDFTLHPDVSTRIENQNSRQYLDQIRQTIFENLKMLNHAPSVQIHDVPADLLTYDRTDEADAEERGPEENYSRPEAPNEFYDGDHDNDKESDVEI
TMEM16A inh: mouse TMEM16A channel inhibition, primary screen | Q8BHY3 | HEK293 TMEM16A/YFP iodide influx fluorescence, ionomycin | normalized B-score (activity score, 25-100; higher = stronger inhibition) at 10 µM | 1.2% of 310,000 active | AID 588511;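 active means ratio plate-corrected score three or more library SD toward inhibition, starting fluorescence score within five deviations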;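 further: score derived from kinetic fluorescence span divided by baseline fluorescence per well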
SKKanGAS inh: inhibitors of SKKanGAS S. pyogenes growth in kanamycin (SK-promoter or general growth effect) | inhibition, % at 7.5 µM | 1.3% of 300,000 active | AID 1662 | BacTiter-Glo, 6 h;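 active means mean replicate score, as percent of positive control median, at least 50; inconclusive means mean below 50 but one replicate at or above 50; inactive means mean and every replicate below 50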;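 further: strain carries kanamycin resistance gene driven by streptokinase promoter and grows in 40 µg/ml kanamycin; loss of luminescence reflects streptokinase promoter inhibition or plain growth inhibition; 0% = median of DMSO wells and 100% = positive control at its reference dose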
MrgX1 ag: agonists of human MrgX1 receptor. Q96LB2. MrgX1-HEK293 cells, Fluo-4 calcium fluorescence, agonist mode; hits give high values. B-score at 10 µM. 0.44% of 310,000 active. AID 588627;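 active means calcium response B-score plate-corrected fluorescence ratio at least 3 library SD, with starting fluorescence B-score inside 5 SD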
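Material: MrgX1-expressing HEK293 cells / Dosing: compound as first of three additions / Incubation: overnight seeding, then 1 h dark dye loading / Signal: Fluo-4 NW calcium fluorescence / Evaluation: B-scored fluorescence response ratio / Benchmarks: positive and negative control wells on each plate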
MrgX1 PAM: human MrgX1 positive allosteric modulation, primary screen. B-score at 10 µM. 0.63% of 310,000 active. Q96LB2. MrgX1-HEK293, Fluo-4 calcium flux, FDSS; hits give high values;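 active means plate-corrected calcium response at least 3 library SD above typical, normal starting fluorescence, not activating the receptor alone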;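 further: compound read alongside a low EC10 to EC30 dose of BAM8-22 agonist; peak minus trough fluorescence over baseline measured at the second addition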
RGS4 act: potentiators or activators of RGS4; B-score at 10 µM; HEK293 M3R/inducible RGS4, carbachol calcium flux Fluo4; hits give low values; 0.92% of 310,000 active;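 active means B-score of the integrated calcium signal more than 4 SD below the library mean, with starting fluorescence not abnormally high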;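 further: negative B-score means reduced calcium response which marks RGS4 activation or potentiation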
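Material: M3R-expressing HEK293 line, RGS4 induced by doxycycline | Schedule: Overnight RGS4 induction, 30 min dye load 37 °C, 20 min compound RT | Measured by: Fluo4 fluorescence kinetic imaging of calcium | Read-out: Integrated calcium ratio converted to B score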
Active calls of the source: *; i = inactive; u = inconclusive; x = no result given.

| structure | ANO1 activ | SKKanGAS inh | TMEM16A inh | TRPC6 activator | MrgX1 antagonist | MrgX1 PAM | HDAC3 inh | TRPC6 inhibitor | MrgX1 ag | RGS4 act | RGS4 block |
| --- | --- | --- | --- | --- | --- | --- | --- | --- | --- | --- | --- |
| Cc1ccc(CNC(=O)CN2C(=O)CSc3ccc(S(=O)(=O)N4CCCCC4)cc32)cc1 | i | -2 | i | i | i | i | -1 | i | i | i | i |
| CCOC(=O)Cc1csc(NC(=O)COc2cc(C)cc(C)c2)n1 | i | 6 | i | i | i | i | -1 | i | i | i | i |
| C[C@@H](C(=O)OCC(=O)Nc1cc(S(=O)(=O)N2CCOCC2)ccc1Cl)N1C(=O)C2CCCCC2C1=O (stereo partly specified) | i | 4 | i | i | i | i | 5 | i | i | i | i |
| CC(C)(C)CC(C)(C)c1ccc(OCC(=O)N/N=C/c2ccc(S(=O)(=O)O)o2)cc1 | i | 2 | i | i | i | i | 7 | i | i | i | i |
| CSc1nc2c(c(=O)[nH]c(=O)n2C)n1CCCc1ccccc1 | i | 4 | i | i | i | i | 4 | i | i | i | i |
| N#C/C(=C\c1ccc[nH]1)Sc1nc2ccccc2s1 | i | -7 | i | i | i | i | 10 | i | i | i | i |
| Cc1cnc(NC(=O)CSc2nnc(CNc3ccc(F)cc3)n2CC2CCCO2)s1 (stereo unspecified) | i | -6 | i | i | i | i | 3 | i | i | i | i |
| NC(=O)c1nsc(C(=O)N(c2cccc(F)c2)C(C(=O)NCC2CCCO2)c2cccs2)c1N (stereo unspecified) | i | 0 | i | i | i | i | -7 | i | i | i | i |
| O=C(Nc1cccc(S(=O)(=O)NC2=NCCCCC2)c1)c1cc(-c2ccncc2)nc2ccccc12 | i | -14 | i | i | i | i | -3 | i | i | i | i |
| c1ccc(C[C@H]2CN=C(Nc3ccccc3)N2CCCC2CCCC2)cc1 | i | 3 | i | i | i | i | -1 | i | i | i | i |
| CCOC(=O)c1c(-c2ccccc2)nnn1-c1nc(OCC)nc(N2CCCCC2)n1 | i | 10 | i | 16* | i | i | u | i | i | -8.7* | i |
| COc1ccc(S(=O)(=O)N2CC3CCCN3c3ccc(C(F)(F)F)cc32)cc1 (stereo unspecified) | i | 13 | i | i | i | i | -1 | i | i | i | i |
| O=C1CC(N2CCN(c3ccc(Cl)cc3)CC2)C(=O)N1c1ccccc1 (stereo unspecified) | i | 4 | i | i | i | i | -6 | i | i | i | i |
| O=C(N/N=C/c1cccc(Br)c1)c1ccc(Br)cc1 | i | -5 | i | i | i | i | -5 | i | i | i | i |
| Cc1ccc(Cn2c(-c3nonc3N)nc3ccccc32)cc1 | i | -18 | i | i | i | i | x | i | i | i | i |
| CN1CCN(C(=S)c2ccc(OCC(=O)Nc3cccc(C(F)(F)F)c3)cc2)CC1 | i | 2 | i | i | i | i | 0 | i | i | i | i |
| O=C(O)c1cc([N+](=O)[O-])ccc1C(=O)Nc1ccccc1 | i | -1 | i | i | i | i | -3 | i | i | i | i |
| CC(C)OCCCN1C(=O)c2ccccc2C1C(=O)NC1CCCCC1 (stereo unspecified) | i | 0 | i | i | i | i | 1 | i | i | i | i |
| Cc1ccc(NC(=O)C2CC(O)CN2C(=O)OCc2ccccc2)cc1C (stereo unspecified) | i | -8 | x | i | x | x | x | i | x | i | i |
| CC(C)c1ccc(NC(=O)Cn2c(=O)oc3cccnc32)cc1 | i | -2 | i | i | i | i | -9 | i | i | i | i |
| COc1ccc(OC)c(NC(=O)CC(NC(C)=O)c2ccccc2)c1 (stereo unspecified) | i | 0 | i | i | i | i | -1 | i | i | i | i |
| CCOc1cc(C2NN=C(c3ccccc3)S2)ccc1OCc1ccccc1Cl (stereo unspecified) | i | 0 | i | i | i | i | -4 | i | i | i | i |
| COc1cccc(NC(=O)N(CCCN2CCOCC2)C(C)c2cc3cccc(OC)c3o2)c1 (stereo unspecified) | i | 4 | i | i | i | i | -1 | i | i | i | i |
| Cc1ccc(C(C)C)c(OCC(=O)N/N=C/c2cccn2C)c1 | i | -5 | i | i | i | i | 9 | i | i | i | i |
| CCCOc1ccc(OC(=O)c2ccc(Br)o2)cc1 | i | -3 | i | i | i | i | 2 | i | i | i | i |
| COc1cc([N+](=O)[O-])ccc1NC(=O)CN1CCOCC1 | i | 3 | i | i | i | i | 0 | i | i | i | i |
| Cc1ccsc1C(=O)Nc1ccc(OCc2ccccc2)cc1 | i | 25 | i | i | i | i | 0 | i | i | i | i |
| Cc1cc(S(=O)(=O)NC2CCCCC2)ccc1OCC(=O)N1CCOCC1 | i | -2 | i | i | i | i | 0 | i | i | i | i |
| CN1/C(=C\C=C2/C(=O)Oc3ccccc3C2=O)C(C)(C)c2ccccc21 | x | 22 | i | i | i | i | 5 | i | i | i | i |
| CCN1CCCC1CNC(=O)CS(=O)(=O)Cc1nc(-c2ccccc2C)oc1C (stereo unspecified) | i | -1 | i | i | i | i | 1 | i | i | i | i |

Next part
| structure | ANO1 activ | SKKanGAS inh | TMEM16A inh | TRPC6 activator | MrgX1 antagonist | MrgX1 PAM | HDAC3 inh | TRPC6 inhibitor | MrgX1 ag | RGS4 act | RGS4 block |
| --- | --- | --- | --- | --- | --- | --- | --- | --- | --- | --- | --- |
| Cc1ccc(N=Cc2c(C)[nH]n(-c3nc4ccccc4[nH]3)c2=O)cc1 | i | 66* | i | i | i | i | -1 | i | i | i | i |
| CSc1ccccc1NC(=O)c1ccc(N2CC3CC(C2)c2cccc(=O)n2C3)c(NC(=O)c2cccnc2)c1 (stereo unspecified) | i | 6 | i | i | i | i | -3 | i | i | i | i |
| CCOC(=O)Cc1cc(-c2ccc(F)cc2)nc2ccc3ccccc3c12 | i | 3 | i | i | i | i | 0 | i | i | i | i |
| Cc1ccc2oc(C(=O)N3CCN(CC(=O)NC(C)C)CC3)c(C)c2c1 | i | 1 | i | i | i | i | 1 | i | i | i | i |
| COc1ccccc1N1CCN(C2CCCN(C(=O)CCN3CCCCO3)C2)CC1 (stereo unspecified) | i | -2 | i | i | i | i | 1 | i | i | i | i |
| Cc1nnc(NC(=O)CCC(=O)N2CCC(C)CC2)s1 | i | 2 | i | i | i | i | -2 | i | i | i | i |
| COC(=O)C1CCCN1S(=O)(=O)c1ccc2ccccc2c1 (stereo unspecified) | i | 8 | i | i | i | i | 10 | i | i | i | i |
| CCOC(=O)c1c(S(=O)(=O)NCc2cccs2)c(C)n(C)c1C | i | -2 | i | i | i | i | 2 | i | i | i | i |
| Cc1ccc(S(=O)(=O)Nc2ccc3c(c2)ncn3C(C)(C)C)cc1 | i | -9 | i | i | i | i | 2 | i | i | i | i |
| Cc1ccccc1S(=O)(=O)c1c(C)cc(-c2ccccc2)[nH]c1=O | i | -1 | i | i | i | i | -2 | i | i | i | i |
| COc1ccccc1OCC(=O)NNC(=O)Nc1ccccc1 | i | -15 | i | i | i | i | -1 | i | i | i | i |
| Cc1nc(NC(=O)C(Cl)Cl)sc1C(=O)N(C)C | i | 0 | i | i | i | i | 0 | i | i | i | i |
| CC(=O)c1ccc(-c2ccc(C(=O)N3CCN(c4ccc(F)cc4)CC3)o2)cc1 | i | 14 | i | i | i | i | 8 | i | i | i | i |
| O=C(CN1C(=O)S/C(=C\C=C\c2ccccc2)C1=O)Nc1ccc(O)cc1 | i | 21 | i | i | i | i | -20 | i | i | i | i |
| CC(C(O)C12CC3CC(CC(C3)C1)C2)N1CCCCC1 (stereo unspecified) | i | 14 | i | i | i | i | 1 | i | i | i | i |
| O=C(CSc1nc2ccccc2[nH]1)Nc1nc(-c2ccc(Br)cc2)cs1 | i | 6 | i | i | i | i | 0 | i | i | i | 6.6* |
| O=C(O)c1ccc(CP(=O)(c2ccccc2)c2ccccc2)cc1 | i | 10 | i | i | i | i | -1 | i | i | i | i |
| COc1ccc(CCN2C(=O)CC(N3CCC(C(N)=O)CC3)C2=O)cc1OC (stereo unspecified) | i | -1 | i | i | i | i | 0 | i | i | i | i |
| CC(C)(C)NS(=O)(=O)c1ccc(NC(=O)C2CC(=O)N(CCc3ccc(F)cc3)C2)cc1 (stereo unspecified) | i | 5 | i | i | i | i | 0 | i | i | i | i |
| O=C(CSc1nnc2ccccn12)NC(=O)NC1CCCCC1 | i | 8 | i | i | i | i | 4 | i | i | i | i |
| COC(=O)c1cc(=O)n(Cc2ccc(F)cc2)c(=NCc2ccc(F)cc2)s1 | i | 7 | i | i | i | i | 3 | i | i | i | i |
| O=C(Nc1cccc(-c2nc3ccccc3[nH]2)c1)c1ccco1 | i | 2 | i | i | i | i | 4 | i | i | i | i |
| O=C(Nc1cccnc1)Nc1ccc2c(c1)OCO2 | i | 1 | i | i | i | i | -9 | i | i | i | i |
| O=C(N/N=C/C1=Cc2ccccc2OC1)c1ccncc1 | i | 36 | i | i | i | i | 10 | i | i | i | i |
| COc1cc2c(cc1OC)C(c1ccc(C(F)(F)F)cc1)CC(=O)N2 (stereo unspecified) | i | 15 | i | i | i | i | 3 | i | i | i | i |
| CCC(C(N)=NCCc1ccc(OC)c(OC)c1)c1ccccc1 (stereo unspecified) | i | -1 | i | i | i | i | 12 | i | i | i | i |
| O=C(CCN1C(=O)/C(=C/c2cccs2)SC1=S)Nc1cccc(C(=O)O)c1 | i | 5 | i | i | i | i | 2 | i | i | i | i |
| Cc1cc(N2CCCCCC2)n2nc(C)c(-c3ccccc3)c2n1 | i | 5 | i | i | i | i | -10 | i | i | i | i |
| O=C(CN1C(=O)/C(=C\c2ccccc2Cl)Sc2ccccc21)NCCCN1CCOCC1 | i | 3 | i | i | i | i | 4 | i | i | i | i |
| CCC(=O)Nc1ccc(NC(=O)c2cccc3c(Br)cccc23)cc1 | i | 3 | i | i | i | i | -1 | i | i | i | i |
| Cc1ccc(-c2nnc(SCC(=O)NCC3CCCO3)n2C)cc1 (stereo unspecified) | i | 1 | i | i | i | i | 2 | i | i | i | i |
| CSc1nc2c(c(=O)n1-c1ccc(C)cc1)SCC2 | i | -4 | i | i | i | i | 7 | i | i | i | i |
| CCN(Cc1nc(-c2ccc(OC)c(OC)c2)no1)C(=O)c1ccoc1C | i | -2 | i | i | i | i | -5 | i | i | i | i |

High-throughput results: PubChem, several laboratories
